# RGS4 inh: blocks human RGS4-accelerated GTP hydrolysis; AID 504845; 0.039% of 390,000 active; P49798; Transcreener GDP fluorescence polarization, RGS4-accelerated GTP hydrolysis; Potency, µM (series often up to 114 µM), for inactives: at the top dose activity change, negative = inhibition, usual class: inhibitors; also: potency is read from the fitted curve at half-maximal effect; % is scaled to controls: 0 for no effect and ±100 for the full control effect; nearly all actives have a fitted effect of over 75% in size; some results filed as inactive show a strong effect at the top dose
# Target sequence (P49798 whole entry, looked up): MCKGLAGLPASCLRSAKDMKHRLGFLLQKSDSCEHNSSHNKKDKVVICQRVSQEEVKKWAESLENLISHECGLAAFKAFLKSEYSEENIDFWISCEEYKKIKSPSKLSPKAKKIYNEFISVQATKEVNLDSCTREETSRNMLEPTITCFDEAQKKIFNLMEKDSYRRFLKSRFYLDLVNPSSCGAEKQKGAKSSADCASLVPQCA
#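 MLSMR compounds (23 nl, pin-transferred) preincubated 10 min at room temperature with a 500nM (2x) first reagent, then RGS4 at 900nM (2x) plus Transcreener GDP mix added; fluorescence polarization (620/688 nm) read before and after 90 min at 30 °C.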
# ERG-DNA inh: inhibitors of human ERG Ets domain-DNA interaction. P11308. fluorescence polarization, His-ERG Ets domain / labelled DNA. Potency, µM (highest dose often 76.9 µM), for the others: top-dose FP activity, negative = inhibition, most hits filed as inhibitors. 0.028% of 370,000 active; active = well fitted inhibition curve with a large enough effect in the polarisation, with a control signal flat; inconclusive = small, poorly fitted or top-dose-only effect, or effect the other way, or a change in a side signal; inactive = no such curve, though single readings can be large or run the other way; the % refers to the polarisation;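 also: polarization taken with two DNA probes labelled with fluorescein and Texas red; potency is read from the fitted curve at half-maximal effect; % of control where 0% means no effect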
# Target sequence (P11308 whole entry, looked up, the tested form may be a part): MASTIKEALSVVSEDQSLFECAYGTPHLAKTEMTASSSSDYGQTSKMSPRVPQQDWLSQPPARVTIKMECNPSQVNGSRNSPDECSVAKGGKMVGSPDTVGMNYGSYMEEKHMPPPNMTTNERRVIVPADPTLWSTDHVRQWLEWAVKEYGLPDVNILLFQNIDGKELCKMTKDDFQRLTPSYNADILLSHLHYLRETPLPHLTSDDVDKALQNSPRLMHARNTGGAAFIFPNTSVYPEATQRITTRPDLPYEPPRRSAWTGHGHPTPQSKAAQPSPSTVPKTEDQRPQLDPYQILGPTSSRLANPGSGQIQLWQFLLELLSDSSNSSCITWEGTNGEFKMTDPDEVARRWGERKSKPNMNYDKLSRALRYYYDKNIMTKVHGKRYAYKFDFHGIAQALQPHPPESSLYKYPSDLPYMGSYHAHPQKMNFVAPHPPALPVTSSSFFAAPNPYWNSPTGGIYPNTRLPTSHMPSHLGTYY
#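 His-tagged ERG Ets domain (1 uM in the protein solution; 300mM KCl, 50mM Tris-HCl, 1mM EDTA, 1mM DTT, pH 7.5) received compound, then a probe mix of 5 nM fluorescein-DNA and 100nM Texas-615-DNA. Fluorescence polarization was read for both dyes.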
# APEX1 inh: inhibitors of human APE1 endonuclease; P27695; recombinant APE1, TAMRA/BHQ-2 abasic DNA cleavage fluorescence; Potency, µM (highest dose often 65.8 µM), inactives show at the highest dose activity change, negative = inhibition, usual class: inhibitors; 0.35% of 350,000 active; AID 2517;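 also: potency is read from the fitted curve at half-maximal effect; plate controls were vehicle for no effect and reference inhibitor for full effect; nearly all actives have a fitted effect of over 55% in size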
#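 Substrate: short duplex with […] THF abasic site, 5'-TAMRA and 3'-BHQ-2, 50 nM final. APE1 at 0.75 nM, preincubated 15 min RT with compound. Fluorescence increase from first to third read measured activity.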
# Pol kappa inh: inhibitors of human DNA polymerase kappa; Q9UBT6; purified Pol kappa, fluorescent DNA synthesis assay, 10 min; Potency, µM (top dose mostly 107 µM), without a hit: top-dose activity, negative = inhibition, actives largely listed as inhibitors; 0.53% of 400,000 active; AID 588579; also: potency is read from the fitted curve at half-maximal effect; % is scaled to controls: 0 for no effect and ±100 for the full control effect
#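 10 nM Pol kappa preincubated 15 min at room temperature with compounds, then reaction started with substrate at 50 nM final. Fluorescence read kinetically at 0 and 10 min; buffer-only wells served as negative control.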
# Pol eta inh: DNA polymerase eta (human) inhibition | recombinant Pol eta, fluorescent DNA replication assay | Potency, µM (series often up to 114 µM), for inactives: at the highest dose activity change, negative = inhibition, most hits filed as inhibitors | 1.2% of 390,000 active; also: potency is read from the fitted curve at half-maximal effect; % is scaled to controls: 0 for no effect and ±100 for the full control effect
#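 Pol eta (10 nM) was preincubated with compounds for 15 min at room temperature, after which fluorescent replication substrate (50 nM final) was added to start the reaction. Fluorescence was read kinetically at 0 and 10 min.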
# LDHA inh: LDHA (human) enzyme inhibition | activity change, % (values are at about 110 or 230 µM) | 0.15% of 480,000 active | purified LDHA, NADH/diaphorase-resazurin fluorescence; stronger effect = lower value | P00338; in the data active = activity change below about -30%; inconclusive = mostly about -25% to -30%;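 also: plate controls were DMSO wells for no effect and wells without enzyme for full effect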
#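 LDH5 2 nM; NADH 0.06 mM, pyruvate 0.2 mM; 200 mM Tris pH 7.4, EDTA, Tween-20; 5 min RT. Detection: diaphorase 0.133 mg/mL + resazurin 37 µM, fluorescence ex540/em590 at 0 and 20 min; normalized to enzyme-free and DMSO wells.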
# 12-LOX inh: ALOX12 (human) lipoxygenase inhibition; purified 12hLO, xylenol orange hydroperoxide absorbance; P18054; Potency, µM (titrated, usually from 108 µM), without a hit: at the top dose activity change, negative = inhibition, actives largely listed as inhibitors; 1.1% of 580,000 active; also: potency is read from the fitted curve at half-maximal effect; % is scaled to controls: 0 for no effect and ±100 for the full control effect
#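 Purified human 12hLO (150 nM final) in 25 mM Hepes, 0.01% Triton X-100, pH 7.0 was preincubated 15 min at room temperature with compound. Then 40 uM arachidonic acid was added, 30 min. Hydroperoxide was read by Fe-XO absorbance ratio 573/405 nm.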
# Apoferritin bind: binds horse apoferritin like a general anesthetic. P02791. apoferritin/1-aminoanthracene competitive binding, fluorescence. Potency, µM (top dose mostly 77.5 µM), inactives show at the highest dose activity change, negative = displacement, most hits filed as inhibitors. 0.074% of 350,000 active. AID 485281; also: potency is read from the fitted curve at half-maximal effect; % is scaled to controls: 0 for no effect and ±100 for the full control effect; nearly all actives have a fitted effect of over 20% in size
# Target sequence (P02791 2-175 limits assumed): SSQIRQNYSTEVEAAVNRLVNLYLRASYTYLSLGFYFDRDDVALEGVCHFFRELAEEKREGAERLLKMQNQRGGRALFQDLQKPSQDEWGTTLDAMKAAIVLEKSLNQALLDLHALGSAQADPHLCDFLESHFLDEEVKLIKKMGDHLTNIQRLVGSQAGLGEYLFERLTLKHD
#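 Apoferritin-based anesthetic binding model; compound displacement of fluorescent 1-AMA measured as endpoint fluorescence after 10 minutes at room temperature, scaled to free-ligand and complex controls.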
# POLB inh: blocks human DNA polymerase beta activity. P06746. Pol beta primer extension/strand displacement, fluorescence kinetic. Potency, µM (highest dose often 114 µM), for the others: at the top dose activity change, negative = inhibition, hits mostly inhibitors. 1.3% of 340,000 active. AID 485314; also: potency is read from the fitted curve at half-maximal effect; % is scaled to controls: 0 for no effect and ±100 for the full control effect
#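 Enzyme-only controls used 10 nM Pol beta; buffer lacking enzyme served as negative control. Compound preincubated 15 min, then 50 nM substrate added; 0 and 10 min reads at room temperature.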
# * = called active by the depositor; ? = inconclusive; . = not tested or not shown; & = joins results of further samples; [ ] = another dose, or the depositor's remark. Unless noted, calls follow the shape of the dose curve; as a rule, active = well fitted curve in the direction sought with a large enough effect; inconclusive = small, poorly fitted or top-dose-only effect, or another doubt; inactive = no such curve, though single readings can be large; an effect the other way counts as inactive or inconclusive. Only part of the results is shown; rates above refer to the full screens.
SMILES,RGS4 inh,ERG-DNA inh,APEX1 inh,Pol kappa inh,Pol eta inh,LDHA inh,12-LOX inh,Apoferritin bind,POLB inh
COc1ccc(C2N=C(c3ccccc3)C(C)(C)N2O)cc1OC (stereo not given),-3%,0%,0%,2%,8%,2,?,-18%,28%
CNc1oc(-c2ccc(Cl)cc2)nc1P(=O)(c1ccccc1)c1ccccc1,-22%,5%,-7%,-16%,-21%,9,?,167%[activator],3%
CC1(C)CC(=O)C=C(NCCN2CCNCC2)C1,-44%,1%,4%,5%,-6%,0,-5%,1%,21%
COc1cc(C(=S)N2CCCCC2)ccc1O,-15%,.,-2%,-3%[60.1 µM],4%,-12,-11%,?,7%
Cc1nn(C(C)(C)C)c(OC(=O)C(C)(C)C)c1Sc1ccccc1,-5%,13%,.,-7%,-12%,2,-28%,-4%,32%
CCC1Oc2ccc(C)cc2N(CC(=O)N(Cc2cccnc2)Cc2ccc(C)o2)C1=O (stereo not given),?,2%,-7%,1%,-12%,3,23%,4%,4%
CCNC(=O)CC1C(=O)N(c2ccc(C)cc2)C(=O)N1CCOC (stereo not given),7%&22%,-13%&5%,24%,-17%&1%,-6%&4%,-2&0,0%&-10%,-6%&2%,15%&16%
Nc1nc2nc(-c3ccc(OCc4ccccc4)cc3)cc(C(F)(F)F)n2n1,45%,-4%,2%,-13%,0%,-5,-13%,-10%,0%
Oc1[nH]c2ccccc2c1N=Nc1ccccc1,-13%,10%,?,4%,-14%,-1,10%,-11%,33%
COc1ccc(C(C(N)=O)c2ncc(C(F)(F)F)cc2Cl)cc1 (stereo not given),8%,1%,3%,-7%,-20%,-2,-1%,-12%,-29%
Cc1ccc2nc(SCC(=O)NCc3ccc4c(c3)OCO4)nc(=O)n2c1,-39%,10%,22%,-3%,-19%,-8,-7%,.,.
COc1ccc(NC2=NC(=S)N(c3ccccc3C)C23CCCCC3)cc1,-5%,-7%,13%,-11%,-17%,-1,-5%,2%,14%
Cc1ccc(S(=O)(=O)NNC(=O)c2cnn(-c3ccccc3)c2-n2cccc2)cc1,-8%,2%,-3%,-12%,-8%,-3,0%,?,?
O=C(CSc1ncn[nH]1)Nc1ccccc1Sc1ccccc1,-42%,-7%,-2%,-9%,-8%,-3,25%,-18%,-1%
NNc1ccc2nncn2n1,9%,-23%,0%,-3%,3%,3,2%,-4%,1%
CCc1ccccc1NC(=O)CSc1ncn[nH]1,1%,.,3%,3%,4%,-6,21%,7%,-13%
O=C(N/N=C/c1cccs1)c1n[nH]c2c1CCC2,-25%,12%,-1%,-8%,-15%,-4,-3%,5%,0%
O=C(COC(=O)c1cc(S(=O)(=O)Nc2ccccc2Cl)ccc1O)Nc1nc2ccccc2s1,-17%,-6%,-8%,-1%,-20%,-9,-17%,-23%,?
CCOc1ccc(CC(=O)Nc2nccs2)cc1,-23%,-5%,-3%,0%,-16%,-3,1%,-11%,42%
CCN(CC)C(=O)CSc1nc(O)c(Cc2ccc(OC)cc2)c(=O)[nH]1,-17%,12%,0%,-10%,5%,-3,0%,-1%,3%
Cc1c(C(=O)N2CCCCCC2)c(S(=O)(=O)NCc2ccc(Br)cc2)c(C)n1C,8%,-1%,.,0%,-7%,-4,-16%,-6%,2%
CCS(=O)(=O)c1nc(S(=O)(=O)c2ccc(Cl)cc2)c(NCc2ccccn2)s1,0%,-1%,29%,-19%,-11%,-6,3%,-3%,33%
CCCc1nc(SCC(=O)NCC2CCCO2)c2c(=O)n(C)c(=O)n(C)c2n1 (stereo not given),11%,-4%,-5%,-2%,-1%,2,0%,-3%,?
O=C(Cn1nc(Cc2cccnc2)c2ccccc2c1=O)Nc1cccnc1Cl,24%,-12%,11%,-12%,-5%,-11,-15%,-2%,7%
Cc1ccccc1C(=O)NCc1ccc2c(c1)CCN2C(=O)c1ccc(F)cc1,27%,-2%,.,-8%[60.1 µM],-20%,-6,5%,-20%,3%

# Next part
SMILES,RGS4 inh,ERG-DNA inh,APEX1 inh,Pol kappa inh,Pol eta inh,LDHA inh,12-LOX inh,Apoferritin bind,POLB inh
COc1cccc(NC(=O)N2CCCC2C(=O)NC2CC2)c1 (stereo not given),0%,6%,12%,-3%,-17%,-4,-7%,2%,2%
CCOC(=O)c1ccc(Oc2ccc(C(F)(F)F)cn2)cc1,-25%,2%,-2%,3%,-19%,0,-13%,-16%,-2%
O=C(O)CC/C(=N\NC(=O)c1ccncc1)c1ccccc1,-6%,6%,0%,-5%,-16%,-4,15%,0%,4%
COc1ccc(CN2C(=O)c3cccc4cccc2c34)cc1F,-35%,15%,-17%,-3%,-14%,5,?,2%,-1%
CCc1ccc(C2(O)CC(C(F)(F)F)=NN2C(=O)Cc2ccc([N+](=O)[O-])cc2)cc1 (stereo not given),4%,1%,0%,-15%,-5%,4,56%[activator],-14%,12%
CC(NC(N)=O)C(=O)OCC(=O)c1ccc(-c2ccccc2)cc1 (stereo not given),-1%,9%,16%,2%,-18%,0,-12%,-9%,4%
O=C(O)c1cccc(S(=O)(=O)Nc2ccc(N3CCCCC3)cc2)c1,-32%,2%,-2%,-12%,-14%,0,-26%,.,.
Cc1nn(-c2ccccc2)c2c1C(=O)N(c1ccccc1)C(=O)C(C)(C)C2,-7%,3%,0%,-2%,-9%,1,0%,-12%,1%
CC(=O)c1cccc(CN2CCN(Cc3ccccc3)C(CCO)C2)c1 (stereo not given),17%,3%,-7%,3%,-5%,-3,-3%,-9%,4%
COc1ccccc1/C=C/C(=O)NCC(=O)N/N=C/c1cccnc1,0%,2%,?,-9%,-13%,-16,10%,-20%,23%
CC(C)C(=O)Nc1ccc(-c2csc(-c3ccccc3)n2)cc1,-9%,-15%,1%,-20%,-4%,-2,24%,-6%,-8%
CC(C)C(NC(=O)c1ccc(C(C)(C)C)cc1)C(=O)NCCc1ccccn1 (stereo not given),17%,13%,2%,8%,-8%,-9,?,-7%,16%
CCN(CC)CC(=O)Nc1ccc([N+](=O)[O-])cc1,12%,-14%,11%,-16%,-6%,-7,-21%,-7%,23%
CCOC(=O)c1ccc(S(=O)(=O)NCCNCc2ccccc2)cc1,-4%,12%,19%,-17%,4%,-1,-9%,.,.
C=CCCCCCCCCC(=O)Nc1c[nH]c(=O)[nH]c1=O,10%,.,?,-4%,10%,-5,-13%,-22%,49%
O=C(NCCNC(=O)Oc1cccc2ccccc12)Oc1cccc2ccccc12,-37%,4%,.,-11%,-16%,19,-13%,.,.
CC(=O)Nc1ccc(NC(=O)CSc2nnnn2-c2ccc(F)cc2)cc1,-28%,2%,5%,3%,-14%,0,?,1%,15%
CNC(=O)Nc1nnc(C(C)(C)C)s1,19%,-3%,-2%,-15%,-1%,-6,26%[57.4 µM],-4%,-7%
O=c1cc(O)c2sc(Nc3ccc(F)cc3)nc2[nH]1,-42%,-5%,3%,-12%,-16%,25,-18%,3%,-24%
CCCC(C)c1nc(C(N)=O)c2[nH]c(=O)n(-c3ccc(OC)c(OC)c3)c2n1 (stereo not given),12%[56.9 µM],-4%,-9%,-11%,-9%,-5,-12%,7%,-2%
CN1CCN(c2c(/C=N/O)c3ccccc3n2C)CC1,3%[56.9 µM],3%,21%,-10%,-3%,-5,.,6%,2%
O=C(COC(=O)/C=C/c1ccc(OC(F)F)cc1)NC1CCCCCC1,-15%,-2%,6%,-4%,-12%,-7,9%,.,.
COC(=O)NNC(=S)Nc1cc(OC)ccc1OC,-24%,-3%,-5%,-1%,-8%,1,-26%,-5%,?

# Reprinted from above for reference:
SMILES,RGS4 inh,ERG-DNA inh,APEX1 inh,Pol kappa inh,Pol eta inh,LDHA inh,12-LOX inh,Apoferritin bind,POLB inh
CNC(=O)Nc1nnc(C(C)(C)C)s1,19%,-3%,-2%,-15%,-1%,-6,26%[57.4 µM],-4%,-7%
O=c1cc(O)c2sc(Nc3ccc(F)cc3)nc2[nH]1,-42%,-5%,3%,-12%,-16%,25,-18%,3%,-24%
CCCC(C)c1nc(C(N)=O)c2[nH]c(=O)n(-c3ccc(OC)c(OC)c3)c2n1 (stereo not given),12%[56.9 µM],-4%,-9%,-11%,-9%,-5,-12%,7%,-2%

# In the list so far, 4 have a CF3 group:
SMILES,RGS4 inh,ERG-DNA inh,APEX1 inh,Pol kappa inh,Pol eta inh,LDHA inh,12-LOX inh,Apoferritin bind,POLB inh
Nc1nc2nc(-c3ccc(OCc4ccccc4)cc3)cc(C(F)(F)F)n2n1,45%,-4%,2%,-13%,0%,-5,-13%,-10%,0%
COc1ccc(C(C(N)=O)c2ncc(C(F)(F)F)cc2Cl)cc1 (stereo not given),8%,1%,3%,-7%,-20%,-2,-1%,-12%,-29%
CCOC(=O)c1ccc(Oc2ccc(C(F)(F)F)cn2)cc1,-25%,2%,-2%,3%,-19%,0,-13%,-16%,-2%
CCc1ccc(C2(O)CC(C(F)(F)F)=NN2C(=O)Cc2ccc([N+](=O)[O-])cc2)cc1 (stereo not given),4%,1%,0%,-15%,-5%,4,56%[activator],-14%,12%

# Bioassay records from PubChem BioAssay.
